# SW480 rereplic = inducers of DNA re-replication in SW480 colon cancer cells; SW480 DNA re-replication, Hoechst DNA content imaging, 48 h; Potency, µM (top dose mostly 46.1 µM), without a hit: at the highest dose re-replication activation, actives largely listed as activators; 340,000 tested, 1.8% active; AID 624297; note: potency is the fitted concentration of half-maximal effect; % of control where 0% means no effect; nearly all actives have a fitted effect of over 55% in size
#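 First, 250 cells per well were seeded. Next, compound or vehicle (23 nL) was pinned in, plates sat 48 hr at 37 C. Finally Hoechst was added for 40 min before fluorescence scanning.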
# ATXN2 expr inh = reduces ATXN2 reporter expression in HEK-293 cells | HEK-293 ATXN2-luciferase reporter, luminescence, 24 h | Potency, µM (series often up to 57 µM), for inactives: at the top dose activity change, negative = inhibition, usual class: inhibitors | 360,000 tested, 0.72% active | AID 1745845; note: potency is the fitted concentration of half-maximal effect; % is set by controls: 0 for no effect and ±100 for the full control effect; nearly all actives have a fitted effect of over 55% in size
#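 qHTS (up to 57 uM final) was run with 24 h compound exposure of reporter cells at 37 °C. Each well was multiplexed: SteadyGlo luminescence measured ATXN2-luciferase expression after a fluorogenic Gly-Phe-AFC viability readout (25 uM final).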
# HT1080 IDH1KD tx = HT-1080 IDH1 knockdown cell toxicity (counter line). HT-1080 IDH1 knockdown viability, ATP luminescence, 48 h. Potency, µM (titrated, usually from 46.1 µM), for the others: top-dose activity, negative = toxicity, most hits filed as cytotoxic. 360,000 tested, 2% active;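 note: potency is the fitted concentration of half-maximal effect; 0% = DMSO wells and -100% = cell-free medium wells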
#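 Using the IDH1-knockdown HT-1080 line run in the same batch and compound series as the NT line, viability after 48 h at 37 °C was determined by CellTiter-Glo luminescence and expressed as % activity.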
# S2 tox = reduces viability in counter-screen for ATXN expression inhibitors. S2 cells (HEK-293 line with an ATXN2-luciferase reporter) viability, CellTiter-Fluor protease fluorescence, 24 h. Potency, µM (doses to about 56.7 µM), usual class: cytotoxic. 400,000 tested, 0.49% active. AID 651635; note: potency is the fitted concentration of half-maximal effect; nearly all actives have a fitted effect of over 40% in size
# KB-V1 MDR tox = KB-V1 MDR subline cytotoxicity | Potency, µM (highest dose often 46.1 µM), for the others: at the top dose activity change, negative = cytotoxicity, usual class: cytotoxic | KB-V1 MDR cells viability, CellTiter-Glo, 72 h | 400,000 tested, 3.4% active; note: potency is the fitted concentration of half-maximal effect; % is set by controls: 0 for no effect and ±100 for the full control effect; nearly all actives have a fitted effect of over 60% in size
#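 Following 72 h at 37 degrees C with compound, KB-V1 cell viability was read by CellTiter-Glo luminescence, medium being phenol-red-free DMEM plus 10% FBS; concentration-response parameters came from normalized, curve-fitted qHTS data.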
# HT1080NT lethal = kills 2HG-producing HT-1080-NT fibrosarcoma cells; AID 686970; Potency, µM (doses to about 46.1 µM), for inactives: top-dose activity, negative = less viability, usual class: cytotoxic; HT-1080-NT fibrosarcoma viability, CellTiter-Glo ATP luminescence, 48 h; 360,000 tested, 1.6% active;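 note: NT is the 2HG producing partner of a matched IDH1 knockdown line; potency is the fitted concentration of half-maximal effect; 0% = DMSO-treated cells and -100% = media-only wells without cells; nearly all actives have a fitted effect of over 55% in size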
#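 HT-1080-NT fibrosarcoma cells (2HG-overproducing), 750 cells/well in RPMI with 5% FBS, dosed after 2 h and incubated 48 h at 37C. CellTiter-Glo luminescence normalized to DMSO and no-cell wells; concentration-response curves fitted and classed.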
# MCF10A rerep = DNA re-replication induction in MCF 10a cells; MCF 10A DNA re-replication, Hoechst nuclear intensity, 48 h; Potency, µM (doses to about 46.1 µM), without a hit: top-dose activity, positive = re-replication, hits mostly activators; 350,000 tested, 2.9% active; AID 624296; note: potency is the fitted concentration of half-maximal effect; % of control where 0% means no effect; nearly all actives have a fitted effect of over 50% in size
# KB-3-1 cytotox = kills parental KB-3-1 adenocarcinoma cells. KB-3-1 viability, CellTiter-Glo ATP luminescence, 72 h. Potency, µM (doses to about 46.1 µM), inactives show at the top dose activity change, negative = cytotoxic, hits mostly cytotoxic. 400,000 tested, 1.4% active. AID 1347075; note: potency is the fitted concentration of half-maximal effect; % is set by controls: 0 for no effect and ±100 for the full control effect; nearly all actives have a fitted effect of over 60% in size
#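 Cytotoxicity in the drug-sensitive parental line KB-3-1 was scored as loss of CellTiter-Glo luminescence following 72 h incubation with compound. Values come from curve fitting of normalized concentration-response data.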
# IL-1B inflam inh = blocks inflammasome-driven IL-1 beta release | activity change, % at 57.5 µM | 360,000 tested, 4.7% active | AID 743279 | THP-1 LPS/ATP IL-1B secretion, AlphaLISA, 16 h; hits give low values; in the data active = activity change below about -50%; inconclusive = mostly about -30% to -49%; note: % is set by controls: 0 for no effect and ±100 for the full control effect
#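 THP-1 cells pretreated 1 hr with compounds (up to 57.5 uM final), then stimulated with LPS (250 ng/mL final) plus ATP (1.25 mM final); secreted IL-1B measured by AlphaLISA after 16 hr, decreased signal indicating inhibition.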
# * hit, by the source's call; i = inactive; ? = inconclusive; / = not tested or not shown; & = joins results of further samples; [ ] = dose if it differs, or a comment. Unless noted, calls come from the whole dose curve; as a rule, active = well fitted curve in the direction sought with a large enough effect; inconclusive = small, poorly fitted or top-dose-only effect, or another doubt; inactive = no such curve, though single readings can be large; an effect the other way counts as inactive or inconclusive.
# Values run as follows: SW480 rereplic, ATXN2 expr inh, HT1080 IDH1KD tx, S2 tox, KB-V1 MDR tox, HT1080NT lethal, MCF10A rerep, KB-3-1 cytotox, IL-1B inflam inh
Cc1csc(=O)n1CC(=O)OCc1cccc2ccccc12
    6%, 20%, 5%, i, 5%, 12%, ?, 18%, ?
CCOc1ccc(/C=C2/Sc3ccc(C(=O)NCC4CCCO4)cc3N(C)C2=O)cc1OC (centres undefined)
    ?, 10%, -7%, i, -2%, -15%, ?, -19%, -9
COc1ccc(-c2cc(C(=O)OCC(=O)NC(C)C)c3ccccc3n2)cc1
    -3%, 2%, 3%, i, -10%, -22%, 4%, ?, -4
CCC1Cc2[nH][nH]c(=O)c2C(CC)O1 (centres undefined)
    /, -3%, 3%, i, 17%, 12%, /, -3%, 5
Cc1cc2c(cc1C)N(CC(=O)N1CCCC1)C(=O)CC(c1ccccc1)=N2
    -3%, 46%[activator], -11%, i, ?, -7%, 1%, 0%, -7
BrC(/C=N/Nc1nc(N2CCOCC2)nc(N2CCOCC2)n1)=C/c1ccccc1
    ?, -12%, -11%, i, -17%, -6%, ?, ?, ?
O=C(COc1ccccc1Cc1ccccc1)Nc1cccnc1
    -6%, 6%, 0%, i, -14%, -1%, 12%, 2%, -7
Cc1ccc(C)c(N(C)C(=O)c2cc3c(s2)-c2ccccc2OC3)c1
    /, -13%, /, i, ?, /, /, 2%, /
NC(=O)CSc1nc2ccccc2nc1SCC(N)=O
    0%, 11%, -4%, i, 8%, 23%, 3%, 5%, 15
O=C1NC(=S)S/C1=C\c1coc2ccccc2c1=O
    92%, /, -2%, i, 1%, -20%, -1%, -3%, 6
O=C1c2cccnc2C(=O)N1Cc1ccccc1
    -5%, -6%, 2%, i, 9%, -2%, 1%, 0%, 27
Cc1cc(C)c2nc(N(CCCN(C)C)C(=O)C3=COCCO3)sc2c1
    ?, -8%, -19%, i, -8%, -21%, 0%, -13%, ?
COC(=O)Cc1[nH]nc2c1C1(CCSCC1)C(C#N)=C(N)O2
    -11%, -8%, 4%, i, 10%, 0%, -3%, -8%, 8
COCCCNC(=O)c1ccc(Cn2c(=O)c3ccccc3n(Cc3ccc(C)cc3)c2=O)cc1
    6%, 5%&-23%, ?, i, ?, -29%, 25%, 5%&9%, 6
COc1ccc(S(=O)(=O)NC2CCCC2)cc1C(N)=O
    -1%, 5%, 0%, i, 2%, ?, 4%, -2%, 19
Cc1ccc(NC(=O)c2cnc(SCC(=O)c3ccccc3)n(C)c2=O)cc1
    -5%, 12%, 3%, i, -10%, 9%, -9%, 2%, 8
CCCN1CNC(=S)N(CCc2ccccc2)C1
    -1%, -2%, -6%, i, 17%, -2%, 0%, -2%, -9
CCNC(=O)COC(=O)c1cc(S(=O)(=O)N2CCCc3ccccc32)ccc1Cl
    -13%, 11%, 10%, i, -12%, 6%, -25%, 0%, -94*
CC(Sc1ccsc1[N+](=O)[O-])C(=O)NCc1ccco1 (centres undefined)
    0%, /, -12%, i, 13%, 1%, -2%, -3%, -12
O=C(NC1CCCCC1)C(c1ccc2ncccc2c1)N(Cc1ccco1)C(=O)c1ccc2c(c1)OCCO2 (centres undefined)
    -2%, -18%, -5%, ?, -12%, 1%, 0%, ?, -5

# Later entries
# Values run as follows: SW480 rereplic, ATXN2 expr inh, HT1080 IDH1KD tx, S2 tox, KB-V1 MDR tox, HT1080NT lethal, MCF10A rerep, KB-3-1 cytotox, IL-1B inflam inh
c1ccc(-n2c(SCc3ccncc3)nnc2-c2ccco2)cc1
    -3%, -2%, 5%, i, ?, 9%, -15%, -3%, -21
O=C(CSc1nc2c(c(=O)n1-c1ccc(F)cc1)SCC2)NCc1ccco1
    -2%, 0%, 12%, i, 7%, 10%, 4%, 13%, -25
CC1(C)N=C(N)NC(Nc2ccc(Cl)cc2)=N1
    2%, 1%, 1%, i, 7%, 14%, 11%, -13%, -78*
COCCN(C(=O)CSc1nc2ccc(Cl)cc2[nH]1)c1c(N)n(Cc2ccccc2)c(=O)[nH]c1=O
    1%, 0%, 2%, ?, 21%, 4%, -3%, 5%, 0
COc1ccc(S(=O)(=O)N2CCOCC2)cc1NC(=O)C1CCCN1C(=O)c1cccs1 (centres undefined)
    -2%, /, -2%, i, -5%, -1%, ?, 0%, -19
C=CCN(C(=O)c1csnn1)C(C(=O)NCc1ccc(F)cc1)c1ccc(F)cc1 (centres undefined)
    -2%, -14%, ?, i, 21%, -22%, -37%, ?, 6
O=C(Nc1ccc(S(=O)(=O)N2CCOCC2)cc1)c1nn(-c2ccc(F)cc2)ccc1=O
    -11%, 0%, 21%, ?, 0%, 8%, 0%, 2%, ?
O=C(CN(C(=O)CCNC(=O)c1ccco1)c1ccccc1)NC1CCCC1
    -1%, 1%, -1%, i, -23%, 10%, -1%, 5%, 10
CCC(=O)N1C(=O)CCN(C(C)=O)c2ccccc21
    3%, 5%, 9%, i, -1%, 15%, 4%, -10%, -5
O=C1CC(c2nc3ccccc3[nH]2)CN1c1ccccc1 (centres undefined)
    0%, 0%, 13%, i, ?, 14%, 12%, ?, 7
Cc1cc(C)c2nc(Cl)c(C3NC(=O)c4ccccc4N3)cc2c1 (centres undefined)
    6%, -32%, 4%, i, -14%, 0%, ?, 20%, 53
CCN(CC)CCNc1nc(C(F)(F)F)nc2c1nnn2Cc1ccccc1
    3%, -26%, ?, i, ?, ?, 6%, -2%, -60*
CCOC(=O)N1CCN(C(=O)c2ccc3c(=O)n(CCC4=CCCCC4)c(=S)[nH]c3c2)CC1
    6%, -12%, -7%, i, 0%, -14%, 5%, -6%, -20
COC(=O)[C@]1(Cc2ccccc2)N[C@H](CN(C)S(=O)(=O)c2ccc(F)cc2)[C@@H]2C(=O)N(C)C(=O)[C@@H]21
    12%, 4%, 2%, i, 0%, 6%, -5%, 0%, 6
COc1ccc(NC(=O)CSc2nnc(-c3ccc(C)cc3)o2)cc1
    /, 30%, /, i, -4%, /, /, 3%, /
CCn1nnnc1-c1ccc(OC)c(S(=O)(=O)Nc2ccc(C(=O)OC)cc2)c1
    -3%, -1%, 9%, i, -15%, -7%, ?, -6%, 24
O=C(CN1CCOCC1)Nc1ccccc1C(=O)Nc1ccccc1
    -1%, -3%, 15%, i, -30%, 11%, -1%, 2%, 0
CCOc1ccc(NC(=O)CSc2nnc3scc(-c4ccccc4)n23)cc1
    /, -12%, /, i, 7%, /, /, -4%, /
Cc1cc(CNCc2cn(C)nc2-c2ccc(Oc3ccccc3)cc2)on1
    3%, -23%, -3%, i, ?, -11%, -6%, 7%, 5
CS(=O)(=O)c1ccccc1C(=O)NC1CCCc2ccccc21 (centres undefined)
    1%, 12%, 5%, i, -10%, 8%, 0%, 7%, 7

# Single records, from the list above:
# Listed for `COc1ccc(NC(=O)CSc2nnc(-c3ccc(C)cc3)o2)cc1` = SW480 rereplic = /; ATXN2 expr inh = 30%; HT1080 IDH1KD tx = /; S2 tox = i; KB-V1 MDR tox = -4%; HT1080NT lethal = /; MCF10A rerep = /; KB-3-1 cytotox = 3%; IL-1B inflam inh = /
# Listed for `CCC(=O)N1C(=O)CCN(C(C)=O)c2ccccc21` = SW480 rereplic = 3%; ATXN2 expr inh = 5%; HT1080 IDH1KD tx = 9%; S2 tox = i; KB-V1 MDR tox = -1%; HT1080NT lethal = 15%; MCF10A rerep = 4%; KB-3-1 cytotox = -10%; IL-1B inflam inh = -5
# Listed for `CC1(C)N=C(N)NC(Nc2ccc(Cl)cc2)=N1` = SW480 rereplic = 2%; ATXN2 expr inh = 1%; HT1080 IDH1KD tx = 1%; S2 tox = i; KB-V1 MDR tox = 7%; HT1080NT lethal = 14%; MCF10A rerep = 11%; KB-3-1 cytotox = -13%; IL-1B inflam inh = -78*

# More results follow.
# Values run as follows: SW480 rereplic, ATXN2 expr inh, HT1080 IDH1KD tx, S2 tox, KB-V1 MDR tox, HT1080NT lethal, MCF10A rerep, KB-3-1 cytotox, IL-1B inflam inh
Cc1cc(C)cc(N(C)S(=O)(=O)c2nnc(NC(=O)C(C)C)s2)c1
    0%, -18%, -16%, i, -3%, -14%, -13%, -2%, -18
COc1ccccc1Nc1ncc(C(=O)N2CCC(C(N)=O)CC2)c2ccccc12
    3%, 8%, 1%, i, -2%, -6%, -1%, -1%, 0
CCOC(=O)n1c(SCC(=O)N(CC)CC)nc2ccccc21
    -4%, 45%[activator], 9%, i, 0%, 7%, -5%, 15%, -10
O=C(O)c1cc(-c2ccco2)[nH]n1
    -4%, -1%, 10%, i, 30%, 8%, -180%[0.0737 µM], 9%, 14
O=C(COC(=O)C12CC3CC(CC(Br)(C3)C1)C2)Nc1c(F)cccc1F
    24%, 7%, 8%, i, ?, 11%, 3%, 0%, 11
COc1ccc(N2CCC(CNC(=S)Nc3cccc(C)c3)C2)cc1 (centres undefined)
    -8%, -6%, 1%, i, 0%, -5%, -1%, 7%, -77*
CCOC(=O)c1cccc(P(C)(C)=O)c1
    -7%, 9%, 2%, i, 2%, 5%, 0%, -2%, 11
O=c1ccc(NS(=O)(=O)c2ccccc2Cl)cn1Cc1ccc(Cl)c(Cl)c1
    -1%, /, 8%, i, 5%, -6%, 11%, -12%, 8
CCn1c(C)cc(/C=C2/NC(=O)N(Cc3ccccc3F)C2=O)c1C
    ?, 2%, ?, i, 12%, -6%, 10%, 4%, -17
O=C(Nc1ccccc1)C1Cc2ccccc2CN1C(=O)c1ccco1 (centres undefined)
    -1%, 66%[activator], 3%, i, 0%, 4%, -1%, 1%, -18
Cc1cc(NC(=O)c2cc(-c3ccccc3)on2)no1
    -4%, -4%, 7%, ?, -9%, 9%, 0%, 5%, -5
COc1cc(C(=O)NNC(=S)NC(=O)c2ccc(Cl)cc2)cc(OC)c1OC
    6%, ?, ?, i, ?, -6%, 27%, ?, 21

# This is a random part of the collection, and some 11% of all compounds hit somewhere here.
